Screening results (PubChem)
GPR55 LPI antagonism – inhibition of LPI-stimulated GPR55 beta-arrestin translocation – imaging, U2OS, beta-arrestin-GFP, LPI agonist, primary screen (AID 2013). inhibition, % at 10 µM, or IC50 in µM where a hit was titrated. 290,000 tested, 0.13% active. U2OS GPR55 beta-arrestin-GFP translocation imaging, LPI antagonism; higher % means a stronger effect;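 active = spots per cell inhibited over 60%, with over 100 cells counted and total cytoplasm intensity under 500,000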;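 note: U2OS cells stably carrying GPR55 and arrestin-GFP stimulated by 5 µM LPI near EC80; imaged beta-arrestin-GFP aggregate spots per cell after agonist stimulation; plate controls were LPI-stimulated DMSO wells for no effect and DMSO wells without LPI for full effect; some results filed as inactive read as strong as hits; confirmed hits need IC50 under 10 µM and bright autofluorescent wells are also inconclusive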
GPR55 beta-arrestin – GPR55 agonists via beta-arrestin recruitment, primary screen, imaging, U2OS cells, beta-arrestin-GFP redistribution (AID 1961). activation, % at 10 µM, or EC50 in µM where a hit was titrated. U2OS GPR55 beta-arrestin-GFP redistribution imaging; higher % means a stronger effect. 290,000 tested, 0.048% active;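 active = activation above 40% with more than 50 cells counted in the well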;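 note: U2OS osteosarcoma cells stably expressing GPR55 and beta-arrestin-GFP; plate controls were DMSO negative control for no effect and LPI positive control for full effect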
SIAH1 antagonists – Siah-1 peptide-binding antagonists, primary screen, biochemical, fluorescence polarization, rhodamine-plectin, uHTS (AID 1817); Siah-1 / rhodamine-plectin peptide fluorescence polarization; higher % means a stronger effect; one-dose displacement, % at 20 µM; IC50 in µM for titrated hits; 290,000 tested, 0.02% active;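 active = displacement of at least 50% at 20 µM, with a fluorescence ratio check between 0.3 and a set limit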;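 note: plate controls were Siah plus tracer with DMSO for no effect and tracer alone without Siah for full effect; strong numbers were not always called active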
NTR1 ag – agonists of NTR1, primary screen, imaging, U2OS cells, beta-arrestin-GFP, high content (AID 493036); NTR1-U2OS beta-arrestin-GFP spot imaging, agonist mode; activation, % at 20 µM; 330,000 tested, 0.17% active;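 active = activation at or above 40% of the spot to cytoplasm intensity ratio, with at least 20 cells analyzed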;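 note: 0% = DMSO without peptide and 100% = 100 nM NTR1 peptide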
Target sequence (P30989 whole entry, looked up): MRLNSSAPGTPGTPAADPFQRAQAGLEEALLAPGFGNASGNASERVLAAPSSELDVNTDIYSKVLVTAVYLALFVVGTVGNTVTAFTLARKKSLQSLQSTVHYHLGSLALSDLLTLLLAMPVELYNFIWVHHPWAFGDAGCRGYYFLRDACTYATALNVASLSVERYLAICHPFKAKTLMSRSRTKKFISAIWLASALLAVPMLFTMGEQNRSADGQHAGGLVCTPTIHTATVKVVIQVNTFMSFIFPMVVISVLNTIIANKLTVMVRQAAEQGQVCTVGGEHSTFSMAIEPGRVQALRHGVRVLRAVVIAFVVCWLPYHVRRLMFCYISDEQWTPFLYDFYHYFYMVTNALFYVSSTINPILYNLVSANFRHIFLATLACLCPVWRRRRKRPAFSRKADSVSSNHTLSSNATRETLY
GPR35 arrestin U2OS – inhibition of zaprinast-stimulated GPR35 beta-arrestin translocation – imaging, U2OS, beta-arrestin-GFP, zaprinast agonist, primary screen (AID 2058); inhibition, % at 10 µM, or IC50 in µM where a hit was titrated; 290,000 tested, 0.052% active; U2OS GPR35 beta-arrestin-GFP translocation imaging, zaprinast antagonism; higher % means a stronger effect;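 active = inhibition of at least 50% with at least 30 cells and total cytoplasm GFP at most 10,000,000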
NS5 inhibitors – flavivirus cap methylation enzyme inhibition – biochemical, confirmation dose response, primary screen (AID 588689); 340,000 tested, 0.3% active; Dengue-2 NS5 methyltransferase capping enzyme assay, biochemical; higher % means a stronger effect; inhibition, % at 25 µM, or IC50 in µM where a hit was titrated; in the data active = a potency from the dose series
HIV fusion peptide – cell-free HIV fusion peptide-binding blockers – biochemical, uHTS, fluorescence dequenching, primary screen (AID 1986). cell-free peptide binding, fluorescence dequenching, 30 min; higher % means a stronger effect. inhibition, % at 20 µM; hits with a dose series show IC50 in µM. 290,000 tested, 0.3% active; in the data active = inhibition mostly above about 52%, no sharp cut-off; inactive = mostly below about 76%; note: some results filed as inactive read as strong as hits
AID2073 – disruptors of CaV2.2 binding to Mint1 – biochemical, HTRF (AID 2073); HTRF protein-protein interaction, Mint1-CaV2.2; higher % means a stronger effect; inhibition, % at 20 µM; hits with a dose series show IC50 in µM; 290,000 tested, 0.19% active; in the data active = inhibition mostly above about 51%, no sharp cut-off; note: some results filed as inactive read as strong as hits
UTI89 phage lysis – inhibition of K1F phage lysis, E. coli UTI89, bacterial capsule biogenesis inhibitors, alamar blue (AID 488966). inhibition, % at 100 µM, or IC50 in µM where a hit was titrated. 340,000 tested, 0.02% active. E. coli UTI89 K1F phage lysis, alamar blue, 2 h; higher % means a stronger effect;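 active = phage lysis inhibition, versus mean bacterial control, above a set limit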;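 note: capsule biogenesis inhibitors block K1F phage lysis so surviving cells raise fluorescence; higher fluorescence means more inhibition of phage lysis; actives were called in the ten point dose series up to 300 µM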
NTR1 ag cell count 20 µM – recorded beside NTR1 ag, whose call it bears; cell count; measured here: cell count, cytotoxicity flag
The depositor's hits bear a star; nt = not tested or not shown; [ ] = dose if it differs, or a comment. No enrichment for hits (roughly 1.2% active in at least one column).

SMILES	GPR55 LPI antagonism	GPR55 beta-arrestin	SIAH1 antagonists	NTR1 ag	NTR1 ag cell count 20 µM	GPR35 arrestin U2OS	NS5 inhibitors	HIV fusion peptide	AID2073	UTI89 phage lysis
CCN(CC)CCCNC(CC(=O)Nc1cccc([N+](=O)[O-])c1)C(=O)O (configuration not stated)	-5.9%	-0.2%	-3.5%	0.4	47	5.9%	-0.6%	0.0%	1.0%	-0.5%
Cc1nn(C)c(C)c1NC(=O)Nc1ccc(Cl)c(Cl)c1	7.7%	0.6%	5.0%	-0.3	70	-8.3%	-0.7%	-0.1%	-4.6%	1.3%
CN1CCN(c2ccc(Cl)cc2NC(=O)c2cccc(S(=O)(=O)N(C)C)c2)CC1	0.6%	0.0%	-2.5%	0.9	50	27.0%	-7.2%	-2.2%	-4.6%	3.3%
Cc1ccc(OCC(=O)NCCNC(=O)c2ccncc2)cc1	1.8%	0.3%	0.8%	0.7	41	-1.5%	1.7%	2.2%	1.3%	-0.1%
CCCOC(=O)Nc1nc2ccccc2o1	6.4%	-0.3%	3.5%	-0.4	97	9.9%	-2.4%	-1.7%	-1.1%	-0.3%
CS(=O)(=O)N(CC(=O)NC1CCCC1)c1ccc(Oc2ccccc2)cc1	10.9%	0.5%	4.9%	0.3	24	-7.1%	-0.8%	-0.7%	15.9%	-1.1%
CSc1nnc(Cc2ccc3c(c2)OCO3)o1	0.4%	-0.2%	2.5%	3.4	89	8.2%	-5.6%	-0.5%	-1.2%	0.6%
OCCC1CN(Cc2ccc(Oc3ncccn3)cc2)CCN1C1CCCCC1 (configuration not stated)	-1.3%	0.0%	0.3%	-0.1	61	-11.5%	-2.3%	-1.2%	-6.4%	1.3%[50 µM]
O=C(NCc1ccco1)c1nn(-c2ccccc2)c(=O)c2ccccc12	11.7%	-0.2%	0.1%	-0.8	63	14.7%	-4.0%	2.4%	-4.3%	-0.3%
O=C(NS(=O)(=O)c1ccccc1[N+](=O)[O-])c1ccccc1	3.7%	-0.1%	6.2%	-0.2	60	-5.8%	-1.3%	1.8%	1.6%	0.6%[50 µM]
CN(C)CCOC(=O)CC12CC3CC(C1)CC(CC(=O)OCCN(C)C)(C3)C2	16.6%	-0.1%	-3.4%	-0.1	23	10.2%	-5.4%	-0.7%	20.7%	-0.2%
O=C(Cn1nc(C(=O)O)c2ccccc2c1=O)Nc1ccc(F)cc1F	-8.3%	0.7%	-1.6%	-1.3	35	2.3%	-14.1%	-1.3%	1.8%	0.3%
Cc1onc(-c2ccccc2Cl)c1C(=O)N1CCCc2ccccc21	14.4%	-0.2%	6.3%	0.6	44	12.0%	-3.4%	-0.5%	-0.6%	6.2%
CC(C)(COC(=O)Nc1ccccc1)COC(=O)Nc1ccccc1	13.6%	0.0%	1.9%	1.3	49	2.4%	-6.8%	1.2%	16.5%	0.4%
COc1cc2c(cc1OC)CN(C(=O)c1ccc(Br)o1)CC2	-14.6%	0.0%	-1.7%	-0.4	55	-4.0%	-5.4%	0.7%	-7.2%	0.0%
COc1ccc(NC(=O)c2coc(C)c2)cc1	-4.2%	0.6%	1.4%	2.4	48	-5.5%	-5.8%	2.3%	5.4%	0.1%
CCOC(=O)C1CCCN(C(=O)c2cccc(S(=O)(=O)N3CC(C)OC(C)C3)c2)C1 (configuration not stated)	11.2%	0.6%	15.0%	1.7	50	5.8%	10.3%	1.7%	5.5%	-0.4%
CC(=O)N1N=C(c2ccccc2)OC1(C)CC(=O)Nc1ccccc1 (configuration not stated)	-9.9%	-0.2%	-3.4%	1.9	63	23.9%	0.0%	-0.6%	2.2%	-6.8%
CCCNC(=O)NC(C(=O)OC)C12CC3CC(CC(C3)C1)C2 (configuration not stated)	-1.6%	-0.1%	1.4%	-1.4	71	-17.5%	-9.0%	3.2%	10.4%	0.1%[50 µM]
COc1cc(C(=O)N/N=C\c2ccccc2)c([N+](=O)[O-])c(OC)c1OC	7.1%	-0.5%	-7.8%	-2.4	82	17.1%	-12.9%	-1.6%	1.3%	0.6%
CCOc1ccccc1NC(=O)Nc1cccc(S(N)(=O)=O)c1	-2.4%	-0.2%	3.2%	-0.4	50	-6.7%	nt	-0.9%	-2.9%	nt
Cc1ccoc1C(=O)NCc1occc1C(=O)O	-1.3%	-0.2%	-0.9%	2.2	71	12.8%	8.9%	3.7%	7.5%	0.3%
CCC(=C/c1sc2ccc3ccccc3c2[n+]1C)/C=C1\Sc2ccc3ccccc3c2N1C	50.5%	-0.1%	48.9%	3.2	67	49.4%	-67.7%	7.6%	-0.2%	-0.1%
CC(C)(C)c1cc(C(=O)N2CCc3ccccc3C2)ccn1	8.1%	0.0%	2.1%	1.1	85	-3.1%	1.6%	1.1%	2.6%	-0.8%[50 µM]
COc1cc(/C=C2/SC(=O)NC2=O)ccc1OC(=O)c1ccco1	9.4%	-0.2%	2.5%	-1.1	46	-8.1%	0.7%	12.4%	7.4%	2.3%[50 µM]
CC1=[N+](C)c2c(ccc3cccnc23)C1(C)C	-7.3%	0.1%	110.1%	nt	nt	-10.8%	-29.6%	99.0%	12.7%	1.4%
COC(=O)c1ccc(CN2CCC(CO)(Cc3ccc(OC)cc3)CC2)cc1	19.8%	-0.2%	0.4%	1.0	75	10.5%	-4.6%	0.9%	-7.3%	-0.1%
CCNc1nc(Oc2ccccc2)nc(OC(C)C(=O)OCC)n1 (configuration not stated)	-5.5%	0.3%	4.3%	2.6	42	-22.3%	-4.7%	-0.9%	-4.9%	0.3%
Cc1ccc(NC(=S)Nc2ccc(OC(F)F)c(Cl)c2)cc1F	0.9%	-0.5%	0.3%	2.6	31	1.7%	-0.8%	-0.2%	0.9%	1.1%
CC(=O)Nc1sc(C)c(C)c1C(=O)OCCOc1ccccc1	-7.7%	0.3%	1.9%	10.6	37	7.0%	-6.3%	1.9%	-1.9%	0.0%
CSc1ccccc1C(=O)NCC(c1ccco1)N(C)C (configuration not stated)	3.5%	0.2%	-1.7%	4.9	52	15.9%	-9.1%	-2.2%	14.0%	0.4%
O=C(Nc1ccc(-c2cnco2)cc1)c1ccccc1	-5.7%	-0.2%	-4.0%	-0.1	41	-5.1%	0.8%	-1.1%	-2.0%	0.3%
O=C(CCc1nnc(-c2ccccc2)o1)c1ccc(Cl)cc1	-0.6%	-0.2%	4.2%	0.7	61	7.3%	1.7%	-0.3%	-2.0%	1.1%[50 µM]
Cc1ccc(C)c(NC(=S)NNC(=O)c2sccc2C)c1	3.4%	-0.4%	2.5%	1.2	61	-20.0%	-16.9%	-2.3%	-16.0%	4.7%
COc1ccc(C)cc1NC(=O)NCCC1=CCCCC1	-8.7%	-0.1%	1.8%	2.4	68	-4.2%	2.0%	-1.6%	-3.4%	0.4%
COc1ccc(CNC(=O)CN(c2ccc(OC)cc2)S(=O)(=O)c2c(C)[nH]c(=O)[nH]c2=O)cc1	3.3%	-0.1%	4.1%	0.7	60	-12.3%	-3.5%	0.9%	0.0%	-0.1%
CCC(C)(C)NC(=O)CN(C(=O)c1csnn1)c1cccc2c1CCCC2	-0.4%	-0.2%	8.4%	0.3	53	1.8%	-4.0%	1.6%	-7.3%	-0.3%
COC(=O)c1ccccc1NC(=O)C1CCN(C(=O)N2CCOc3ccccc32)CC1	2.6%	-0.1%	-0.2%	1.2	74	-8.1%	-3.4%	1.0%	-4.0%	4.2%
O=C(Nc1ccc(Br)cc1)c1ccco1	3.4%	0.1%	-1.0%	2.2	37	-3.9%	3.5%	2.6%	-3.2%	1.2%
CC(C)(C)NC(=O)c1ccc(NC(=O)C2COc3ccccc3O2)cc1 (configuration not stated)	18.6%	-0.1%	2.9%	0.9	78	-5.8%	-9.7%	1.8%	0.4%	-0.2%
O=C(COC(=O)c1ccc2c(c1)OCCO2)Nc1cccc(S(=O)(=O)N2CCOCC2)c1	5.2%	-0.2%	-1.1%	-0.5	36	3.9%	-3.2%	-0.2%	2.2%	-0.1%
CCOP(=O)(O)c1ccccc1OCCCCCOc1ccccc1P(=O)(O)OCC	-1.2%	-0.1%	2.5%	2.1	59	30.8%	0.7%	1.9%	-4.9%	4.0%
CCOC(=O)C1(CC2CCCCO2)CCN(Cc2cccnc2)CC1 (configuration not stated)	8.2%	-0.3%	1.7%	0.3	31	-0.5%	-7.4%	0.7%	9.3%	-1.6%
Cc1ccc(OCC(=O)Nc2nnc(S(=O)(=O)N3CCCCCC3)s2)cc1	9.5%	-0.1%	34.4%	0.6	57	-6.4%	-3.5%	3.9%	9.5%	-0.4%
O=C(CNC(=O)c1ccc(S(=O)(=O)N2CCCC2)cc1)N/N=C/c1ccccc1	3.2%	1.1%	-1.5%	3.0	56	4.4%	-1.3%	-1.2%	-6.3%	2.3%[50 µM]
CCOc1ccccc1N(CC(=O)Nc1ccccc1C(=O)N1CCOCC1)S(C)(=O)=O	0.6%	0.0%	-4.4%	0.3	67	0.8%	-5.2%	7.9%	-8.1%	-0.5%[50 µM]

Structural class: those above with an aryl methoxy group.
SMILES	GPR55 LPI antagonism	GPR55 beta-arrestin	SIAH1 antagonists	NTR1 ag	NTR1 ag cell count 20 µM	GPR35 arrestin U2OS	NS5 inhibitors	HIV fusion peptide	AID2073	UTI89 phage lysis
COc1cc2c(cc1OC)CN(C(=O)c1ccc(Br)o1)CC2	-14.6%	0.0%	-1.7%	-0.4	55	-4.0%	-5.4%	0.7%	-7.2%	0.0%
COc1ccc(NC(=O)c2coc(C)c2)cc1	-4.2%	0.6%	1.4%	2.4	48	-5.5%	-5.8%	2.3%	5.4%	0.1%
COc1cc(C(=O)N/N=C\c2ccccc2)c([N+](=O)[O-])c(OC)c1OC	7.1%	-0.5%	-7.8%	-2.4	82	17.1%	-12.9%	-1.6%	1.3%	0.6%
COc1cc(/C=C2/SC(=O)NC2=O)ccc1OC(=O)c1ccco1	9.4%	-0.2%	2.5%	-1.1	46	-8.1%	0.7%	12.4%	7.4%	2.3%[50 µM]
COC(=O)c1ccc(CN2CCC(CO)(Cc3ccc(OC)cc3)CC2)cc1	19.8%	-0.2%	0.4%	1.0	75	10.5%	-4.6%	0.9%	-7.3%	-0.1%
COc1ccc(C)cc1NC(=O)NCCC1=CCCCC1	-8.7%	-0.1%	1.8%	2.4	68	-4.2%	2.0%	-1.6%	-3.4%	0.4%
COc1ccc(CNC(=O)CN(c2ccc(OC)cc2)S(=O)(=O)c2c(C)[nH]c(=O)[nH]c2=O)cc1	3.3%	-0.1%	4.1%	0.7	60	-12.3%	-3.5%	0.9%	0.0%	-0.1%
